Sm TGR block: S. mansoni TGR enzyme inhibition | purified TGR, DTNB reduction, TNB absorbance 405 nm | 3% of 360,000 active | Potency, µM (titrated, usually from 114 µM), for inactives: at the top dose activity change, negative = inhibition, actives largely listed as inhibitors; also: nearly all actives have a fitted effect of over 60% in size
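Kinetic colorimetric format: TGR-catalysed, NADPH-driven DTNB reduction monitored via TNB absorbance. Enzyme dispensed at 20 nM; compound exposure 15 min at room temperature before reaction start.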
HCV inh: HCV inhibition; Huh7.5.1 HCVcc-Cre infection, luciferase reporter, 44 h; 3.4% of 340,000 active; Potency, µM (doses to about 41.8 µM), for the others: at the top dose activity change, negative = inhibition, most hits filed as inhibitors
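Antiviral activity was scored by luciferase reporter output from cells infected with HCVcc-Cre (~0.5 moi) in presence of compound, 44 h infection period, cells seeded 1,000/well 4 h prior.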
Tb PYK inh: T. brucei pyruvate kinase inhibition; Potency, µM (highest dose often 76.8 µM), for inactives: at the top dose activity, negative = inhibition, most hits filed as inhibitors; TbPYK enzyme, Kinase-Glo Plus ATP luminescence, 45 min; AID 624173; 0.12% of 410,000 active; also: nearly all actives have a fitted effect of over 50% in size
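TbPYK + substrate in 50 mM TEA pH 7.2, 100 mM KCl, 10 mM MgCl2, 0.05% BSA, 0.01% Tween-20; cpd pinned; ADP 130 uM final; 45 min RT; Kinase-Glo Plus 10 min; luminescence endpoint.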
Pf growth 48h: inhibits P. falciparum growth in the first generation, 48 h; P. falciparum luciferase growth in erythrocytes, 48 h; AID 504832; Potency, µM (titrated, usually from 28.7 µM), without a hit: at the highest dose activity change, negative = inhibition, actives largely listed as inhibitors; 5.9% of 310,000 active
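Erythrocytes infected with P. falciparum carrying an integrated firefly luciferase reporter (2% hematocrit, 0.1% parasitemia final) were exposed to compounds in RPMI 1640 with 0.5% Albumax at 37 C, 5% CO2. Growth inhibition was scored as reduced luminescence.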
LmPK inhibitor: blocks Leishmania mexicana pyruvate kinase activity; purified LmPK, Kinase-Glo ATP luminescence, 1 h; Potency, µM (titrated, usually from 57.5 µM), for inactives: at the highest dose activity change, negative = inhibition, hits mostly inhibitors; 0.37% of 290,000 active; AID 1721
Target sequence (Q27686 whole entry, looked up): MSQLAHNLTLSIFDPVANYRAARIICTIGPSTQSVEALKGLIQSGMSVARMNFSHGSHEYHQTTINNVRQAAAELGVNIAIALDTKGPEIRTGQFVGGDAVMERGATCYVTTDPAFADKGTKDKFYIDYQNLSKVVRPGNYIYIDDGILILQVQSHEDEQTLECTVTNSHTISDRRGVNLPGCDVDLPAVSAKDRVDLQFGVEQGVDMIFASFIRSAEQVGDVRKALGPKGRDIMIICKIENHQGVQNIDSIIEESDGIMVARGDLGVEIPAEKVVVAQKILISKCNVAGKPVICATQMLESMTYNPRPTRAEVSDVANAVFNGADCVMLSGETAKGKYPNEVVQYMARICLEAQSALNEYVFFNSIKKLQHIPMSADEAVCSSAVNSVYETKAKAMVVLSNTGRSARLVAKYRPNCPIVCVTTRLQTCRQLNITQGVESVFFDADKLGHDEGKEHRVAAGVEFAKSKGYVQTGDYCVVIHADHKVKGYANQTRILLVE
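ATP generated from ADP (0.1 mM) and PEP (0.5 mM) by 0.1 nM LmPK over 1 h at room temperature (pH 7.2 imidazole buffer) was detected by coupled luciferase luminescence. Values were normalized to uninhibited and no-enzyme wells.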
Pf growth 96h: inhibits malaria parasite growth, 96 h; P. falciparum luciferase reporter growth, 96 h; Potency, µM (titrated, usually from 28.7 µM), for the others: top-dose activity change, negative = inhibition, usual class: inhibitors; 6.9% of 320,000 active
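Delayed-death screen, second-generation endpoint: infected erythrocytes, 2% hematocrit, 0.05% parasitemia final; 96 hours at 37 C, 5% CO2; luciferase detection reagent; luminescence decrease equals reduced growth.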
* = called active by the depositor; ? = inconclusive; · = not tested or not shown; & = joins results of further samples; ! = not confirmed by another sample; [ ] = dose if it differs, or a comment. Calls follow the shape of the dose curve; as a rule, active = well fitted curve in the direction sought with a large enough effect; inconclusive = small, poorly fitted or top-dose-only effect, or another doubt; inactive = no such curve, though single readings can be large; an effect the other way counts as inactive or inconclusive. % is scaled to controls: 0 for no effect and ±100 for the full control effect; potency is read from the fitted curve at half-maximal effect. These rows are one share of the data; rates above refer to the full screens.

SMILES	Sm TGR block	HCV inh	Tb PYK inh	Pf growth 48h	LmPK inhibitor	Pf growth 96h
CCCc1cc(C(N)=S)ccn1	6.2%	-2.4%	5.0%&0.6%	15.2%&0.9%	-6.7%	?
O=C(O)[C@@H]1[C@@H]2C[C@H]3c4[nH]c5ccccc5c4CCN3C[C@@H]2CC[C@@H]1O	·	·	3.5%[33.2 µM]	?	·	5.73µM*
CN=C(NC#N)Nc1ccc(C2=NNC(=O)CC2C)cc1 (stereo not drawn)	·	·	-3.8%	1.1%	·	-10.7%
O=C(Nc1ccc([N+](=O)[O-])cc1)Nc1ccc([N+](=O)[O-])cc1	·	·	-6.7%	2.69µM*	·	2.39µM*
CCOC(=O)Nc1ccc2c(c1)N(C(=O)CCN1CCOCC1)c1ccccc1S2	-24.0%&-3.8%&-1.8%	?	1.0%	14.7µM*!	6.2%&-0.8%&2.0%	?
CC1(C)Oc2ccc(C#N)cc2[C@H](N2CCCC2=O)[C@H]1O	·	·	1.7%&3.3%	-9.5%	·	8.8%
C[C@]12CC[C@H]3C(=CCc4cc(O)ccc43)[C@@H]1CCC2=O	-21.6%	-12.7%	-11.1%	?	-1.9%	?
OCCOCCOCCO	·	·	2.6%	-5.9%	·	-9.8%
O=C(c1ccccc1)c1ccc2n1CCC2C(=O)O (stereo not drawn)	0.0%	0.1%[8.37 µM]	-16.0%&-7.0%	3.3%	-5.4%	?
CCOC(=O)Nc1ccc(NCc2ccc(F)cc2)nc1N	3.16µM*	0.891µM*	31.6µM*!	13.1µM*	·	6.75µM*
COc1c(O)cc2c(c1O)[C@@H]1O[C@@H](CO)[C@@H](O)[C@@H](O)[C@@H]1OC2=O	·	·	1.4%[33.2 µM]	-10.2%[12.8 µM]	·	-18.7%[12.8 µM]
C[C@H](CCC(=O)O)[C@H]1CC[C@@H]2[C@@H]3[C@@H](O)C[C@H]4C[C@@H](O)CC[C@@]4(C)[C@H]3CC[C@@]21C	·	·	2.6%[33.2 µM]	-2.8%[12.8 µM]	·	-6.5%[12.8 µM]
COc1cc(C)nc(-n2nc(C)cc2OC)n1	12.9%	?	-15.4%	-16.6%	-0.5%	10.2%
CN(C)CCC[C@@]1(c2ccc(F)cc2)OCc2cc(C#N)ccc21	·	1.3%	10.6%&1.9%	-15.1%	·	?
Oc1cc2c(cc1O)C1c3ccc(O)c(O)c3OCC1(O)C2 (stereo not drawn)	0.708µM*	-16.1%	10µM*	?	?	2.62µM*
CCCC(=O)O[C@]1(C(=O)CCl)[C@H](C)C[C@@H]2[C@H]3CCC4=CC(=O)C=C[C@]4(C)[C@@]3(F)C(=O)C[C@@]21C	·	·	2.5%	?	·	1.9µM*

As a working copy, some entries already given.
SMILES	Sm TGR block	HCV inh	Tb PYK inh	Pf growth 48h	LmPK inhibitor	Pf growth 96h
CCCc1cc(C(N)=S)ccn1	6.2%	-2.4%	5.0%&0.6%	15.2%&0.9%	-6.7%	?
O=C(O)[C@@H]1[C@@H]2C[C@H]3c4[nH]c5ccccc5c4CCN3C[C@@H]2CC[C@@H]1O	·	·	3.5%[33.2 µM]	?	·	5.73µM*

Of the compounds above, four have four or more nitrogen atoms:
SMILES	Sm TGR block	HCV inh	Tb PYK inh	Pf growth 48h	LmPK inhibitor	Pf growth 96h
CN=C(NC#N)Nc1ccc(C2=NNC(=O)CC2C)cc1 (stereo not drawn)	·	·	-3.8%	1.1%	·	-10.7%
O=C(Nc1ccc([N+](=O)[O-])cc1)Nc1ccc([N+](=O)[O-])cc1	·	·	-6.7%	2.69µM*	·	2.39µM*
CCOC(=O)Nc1ccc(NCc2ccc(F)cc2)nc1N	3.16µM*	0.891µM*	31.6µM*!	13.1µM*	·	6.75µM*
COc1cc(C)nc(-n2nc(C)cc2OC)n1	12.9%	?	-15.4%	-16.6%	-0.5%	10.2%

Complete entries, looked up by structure. Screens in order: Sm TGR block, HCV inh, Tb PYK inh, Pf growth 48h, LmPK inhibitor, Pf growth 96h
COc1cc(C)nc(-n2nc(C)cc2OC)n1 is listed with 12.9%, ?, -15.4%, -16.6%, -0.5%, 10.2%
CC1(C)Oc2ccc(C#N)cc2[C@H](N2CCCC2=O)[C@H]1O is listed with ·, ·, 1.7%&3.3%, -9.5%, ·, 8.8%
CCCc1cc(C(N)=S)ccn1 is listed with 6.2%, -2.4%, 5.0%&0.6%, 15.2%&0.9%, -6.7%, ?
CCOC(=O)Nc1ccc(NCc2ccc(F)cc2)nc1N is listed with 3.16µM*, 0.891µM*, 31.6µM*!, 13.1µM*, ·, 6.75µM*
